TrxR1 inh: blocks rat thioredoxin reductase 1. O89049. recombinant rTrxR1, NADPH fluorescence consumption, selenite substrate. Potency, µM (titrated, usually from 114 µM), for inactives: at the highest dose activity change, negative = inhibition, actives largely listed as inhibitors. hit rate 1% among 390,000; also: % is scaled to controls: 0 for no effect and ±100 for the full control effect; nearly all actives have a fitted effect of over 65% in size
Target sequence (O89049 whole entry, looked up): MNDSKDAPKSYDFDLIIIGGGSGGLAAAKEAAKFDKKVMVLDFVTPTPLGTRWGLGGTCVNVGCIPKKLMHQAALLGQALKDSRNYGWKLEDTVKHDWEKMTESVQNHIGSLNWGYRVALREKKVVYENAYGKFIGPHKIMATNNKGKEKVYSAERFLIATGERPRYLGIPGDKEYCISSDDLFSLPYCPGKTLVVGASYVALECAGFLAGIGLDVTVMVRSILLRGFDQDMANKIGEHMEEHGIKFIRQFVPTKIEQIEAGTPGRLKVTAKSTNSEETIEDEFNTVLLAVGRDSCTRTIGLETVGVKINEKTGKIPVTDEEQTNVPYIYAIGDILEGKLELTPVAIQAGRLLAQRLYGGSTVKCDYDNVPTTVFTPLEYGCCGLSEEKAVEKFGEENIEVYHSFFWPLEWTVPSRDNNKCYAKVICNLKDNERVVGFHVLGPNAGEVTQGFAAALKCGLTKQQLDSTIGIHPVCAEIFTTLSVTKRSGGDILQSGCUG
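Rat TrxR1 (90 nM in the dispensed reagent) was pre-reduced with 400 uM NADPH for 5 min at room temperature, then incubated with compound for 15 min. After 400 uM selenite was added, NADPH fluorescence (Ex 340/Em 450 nm) was followed for 8 min.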
TrxR1 substrate: substrates of rat thioredoxin reductase 1; Potency, µM (top dose mostly 114 µM), without a hit: top-dose activity change, negative = substrate turnover; purified TrxR1 substrate turnover, NADPH consumption readout; hit rate 0.01% among 390,000; AID 588456; also: % is scaled to controls: 0 for no effect and ±100 for the full control effect; nearly all actives have a fitted effect of over 50% in size
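Rat TrxR1, dispensed at 90 nM, was prereduced with 400 uM NADPH (final) for 5 min at ~22 deg C, then incubated with compound 15 min before 400 uM selenite. A first-read NADPH fluorescence drop versus no-compound background flagged substrates.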
RGS4 inh: blocks human RGS4-accelerated GTP hydrolysis. Transcreener GDP fluorescence polarization, RGS4-accelerated GTP hydrolysis. Potency, µM (titrated, usually from 114 µM), inactives show at the top dose activity change, negative = inhibition, actives largely listed as inhibitors. hit rate 0.039% among 390,000; also: % is scaled to controls: 0 for no effect and ±100 for the full control effect; nearly all actives have a fitted effect of over 75% in size; some results filed as inactive show a strong effect at the top dose
Target sequence (P49798 whole entry, looked up): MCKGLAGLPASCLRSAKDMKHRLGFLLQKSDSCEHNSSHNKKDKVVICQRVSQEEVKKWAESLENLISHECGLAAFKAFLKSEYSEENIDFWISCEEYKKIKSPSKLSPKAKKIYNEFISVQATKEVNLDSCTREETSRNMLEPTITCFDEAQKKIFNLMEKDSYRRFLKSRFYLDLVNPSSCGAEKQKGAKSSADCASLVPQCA
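MLSMR compounds (23 nl, pin-transferred) preincubated 10 min at room temperature with a 500nM (2x) first reagent, then RGS4 at 900nM (2x) plus Transcreener GDP mix added; fluorescence polarization (620/688 nm) read before and after 90 min at 30 °C.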
USP1 inh: blocks the human USP1/UAF1 deubiquitinase complex; Potency, µM (top dose mostly 57.1 µM), for inactives: top-dose activity change, negative = inhibition, hits mostly inhibitors; recombinant USP1/UAF1, Ub-Rhodamine cleavage fluorescence; hit rate 0.23% among 390,000; AID 743255; also: % is scaled to controls: 0 for no effect and ±100 for the full control effect; nearly all actives have a fitted effect of over 60% in size; inactives centre near -12
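In this screen, compounds sit with the deubiquitinase complex (1nM) for 15 min at room temperature before Ub-Rho is added at 150nM final. Fluorescence rise is then followed for 6 reads every 60 seconds.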
12-LOX inh: blocks human arachidonate 12S-lipoxygenase; hit rate 1.1% among 580,000; purified 12hLO, xylenol orange hydroperoxide absorbance; P18054; Potency, µM (doses to about 108 µM), for the others: at the top dose activity change, negative = inhibition, actives largely listed as inhibitors; also: % is scaled to controls: 0 for no effect and ±100 for the full control effect
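Hydroperoxide product was detected by ferrous iron/xylenol orange as the 573 to 405 nm absorbance ratio. Arachidonic acid at 40 uM (final) was turned over for 30 min at room temperature by 150 nM human 12hLO, pH 7.0 Hepes buffer, after 15 min compound preincubation.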
Vif-A3G inh: inhibitors of Vif-APOBEC3G interaction; Q9HC16; HeLa A3G-eYFP + Vif (tagged APOBEC3G with the HIV-1 protein that degrades it), YFP fluorescence, overnight; Potency, µM (series often up to 46.1 µM), for the others: at the highest dose activity, negative = active, hits mostly inhibitors; hit rate 0.076% among 410,000; AID 602310;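 also: % is scaled to controls: 0 for no effect and ±100 for the full control effect; nearly all actives have a fitted effect of over 60% in size; hits raise eYFP signal because A3G escapes Vif-driven loss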
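Read-out is eYFP fluorescence (Ex 488/Em 500-530) from Vif-expressing HeLa A3G-eYFP cells; more signal means A3G escaped Vif-mediated degradation. Cells plated overnight, compound pinned in, incubated overnight at 37 deg C.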
IDH1 R132H inh: blocks human mutant IDH1 R132H enzyme. Potency, µM (doses to about 76.6 µM), for the others: at the highest dose activity change, negative = inhibition, hits mostly inhibitors. hit rate 0.093% among 390,000. AID 602179. IDH1-R132H enzyme, NADPH consumption, diaphorase/resazurin fluorescence; also: % is scaled to controls: 0 for no effect and ±100 for the full control effect; nearly all actives have a fitted effect of over 65% in size
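IDH1-R132H (0.5 ug/mL dispensed) in pH 7.5 Tris buffer was preincubated 30 min with compound, then given a substrate mix of 0.016 mM NADPH and 2 mM alpha-KG for 80 min at room temperature; remaining NADPH was read by diaphorase/resazurin fluorescence.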
RXFP1 ag: RXFP1 (human) receptor agonism | Q9HBX9 | HEK293T-RXFP1 cAMP TR-FRET, 30 min; response scale: percent of porcine relaxin response, buffer zero | Potency, µM (highest dose often 57.5 µM), without a hit: at the highest dose activation, hits mostly activators | hit rate 0.3% among 370,000; also: % is scaled to controls: 0 for no effect and ±100 for the full control effect; nearly all actives have a fitted effect of over 60% in size; many of its hits are not listed in these tables
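HEK293T cells stably expressing RXFP1 were pretreated with the PDE4 inhibitor Ro 20174, exposed to compounds for 30 min at 37C, lysed, and cAMP was read by TR-FRET. Data normalized to buffer (basal) and 29 nM porcine relaxin (100%).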
Vif-APOBEC3F blk: blocks the Vif interaction with APOBEC3F; Potency, µM (highest dose often 46.1 µM), without a hit: top-dose activity, negative = active; hit rate 0.2% among 390,000; AID 602313; HeLa A3F-eYFP + Vif (tagged APOBEC3F with the HIV-1 protein that degrades it), YFP fluorescence increase; also: % of control where 0% means no effect; nearly all actives have a fitted effect of over 65% in size
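HeLa cells stably expressing A3F-eYFP plus Vif, plated and incubated overnight at 37 deg C, then exposed to compounds overnight at 37 deg C. Blocked degradation read as raised yellow fluorescence (Ex 488/Em 500-530).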
The depositor's hits bear a star; ? = inconclusive; . = no result given; & = joins results of further samples; [ ] = dose if it differs, or a comment. Calls follow the shape of the dose curve; as a rule, active = well fitted curve in the direction sought with a large enough effect; inconclusive = small, poorly fitted or top-dose-only effect, or another doubt; inactive = no such curve, though single readings can be large; an effect the other way counts as inactive or inconclusive. Potency is read from the fitted curve at half-maximal effect. Only part of the results is shown (hit frequency here may not be typical).

SMILES	TrxR1 inh	TrxR1 substrate	RGS4 inh	USP1 inh	12-LOX inh	Vif-A3G inh	IDH1 R132H inh	RXFP1 ag	Vif-APOBEC3F blk
FC(F)(F)c1cc(CCN2CCNC[C@@H]2CC2CCCCC2)cc(C(F)(F)F)c1	1%	-6%	8%	2%	?	0%	-4%	.	1%
CS(=O)(=O)N1CCN(C(=O)c2cc(-c3ccccc3)nc3ccccc23)CC1	-2%[57.1 µM]	6%[57.1 µM]	0%	-17%	-19%	0%	3%	-0.8%	0%
O=C(CN(c1cccc([N+](=O)[O-])c1)S(=O)(=O)c1ccccc1)N(Cc1ccccc1)Cc1ccccc1	3%[57.1 µM]	3%[57.1 µM]	4%	-16%	4%	1%	2%	-0.5%	1%
Cc1cc(C)c2nc(N(CCN(C)C)C(=O)/C=C/c3cccs3)sc2c1	0%	-6%	9%	0%	?	1%	10%	0.3%	7%
Cc1nc2sc(C(c3cccs3)N3CCN(c4ccccc4)CC3)c(O)n2n1 (stereo not drawn)	12%[57.1 µM]	15%[57.1 µM]	-1%	-19%	4%	1%	14%	0.0%	-1%
C#CCOCCOCCOCCNc1nc(N2CCN(C(=O)[C@H](CCCCN)n3cc(CN)nn3)CC2)nc(N2CCN(C(=O)[C@H](CCCCN)n3cc([C@@H](N)CC(N)=O)nn3)CC2)n1	-20%	-4%	-6%	-30%	?	-1%	-4%[38.3 µM]	.	0%
O=C(Cn1cnc2c(OCc3ccccc3)ncnc21)NCCN1CCOCC1	24%	4%	-5%	-26%	3%	0%	-8%	.	0%
Cc1ccc(S(=O)(=O)NN=C2CCN(Cc3ccccc3)CC2)cc1	5%[57.1 µM]	-3%[57.1 µM]	-12%	-17%	-30%	2%	-6%	1.4%	-1%
Cc1noc(C)c1NC(=O)N(C)C[C@H]1Oc2c(NC(=O)c3ccncc3)cccc2C(=O)N([C@H](C)CO)C[C@@H]1C	-25%	-1%	4%	11%	?	1%	-9%	.	-25%
CC1=C(c2ccc(C)c(C)c2)S(=O)(=O)N=C1N1CCN(c2cccc(C)c2)C(C)C1 (stereo not drawn)	16%	-6%	-10%	-1%	-7%	6%	12%	2.9%	-1%

Some values from above:
Under Vif-A3G inh, `O=C(Cn1cnc2c(OCc3ccccc3)ncnc21)NCCN1CCOCC1` is entered as 0%
Under USP1 inh, `Cc1cc(C)c2nc(N(CCN(C)C)C(=O)/C=C/c3cccs3)sc2c1` is entered as 0%
Under TrxR1 inh, `Cc1ccc(S(=O)(=O)NN=C2CCN(Cc3ccccc3)CC2)cc1` is entered as 5%[57.1 µM]
Under RXFP1 ag, `Cc1nc2sc(C(c3cccs3)N3CCN(c4ccccc4)CC3)c(O)n2n1` (stereo not drawn) is entered as 0.0%

Carrying on:
SMILES	TrxR1 inh	TrxR1 substrate	RGS4 inh	USP1 inh	12-LOX inh	Vif-A3G inh	IDH1 R132H inh	RXFP1 ag	Vif-APOBEC3F blk
CCOc1ccc(NC(=O)CSc2nnc(CNC(=O)C34CC5CC(CC(C5)C3)C4)n2CC)cc1	13%	-2%	-12%	-6%	3%	-6%	25%	0.1%	-2%
CCOc1ccc(C(=O)NCC(=O)NCC(c2ccccc2OC)N2CCCC2)cc1 (stereo not drawn)	-13%	-11%	-3%	0%	2%	1%	4%	0.3%	-15%
Cc1nn(C(C)C(=O)NCc2ccco2)c(=O)c2nn(-c3ccccc3)c(C)c12 (stereo not drawn)	37%&15%	4%&-4%	-17%&33%	?	1%&-20%	1%&-3%	1%&-5%	5.2%&-0.6%	2%&2%
CC(=O)c1ccc(NC(=O)c2onc(C)c2Cl)cc1	-20%	-9%	-11%	-18%	0%	-3%	0%	5.8%	-3%
CCOC(=O)c1ccc(NC(=O)CC2C(=O)N(c3ccc(C)cc3)C(=O)N2C2CCCCC2)cc1 (stereo not drawn)	7%	-6%	-2%	-15%	?	-4%	0%	0.9%	-6%
Cc1nnn(C23C[C@@H]4C[C@@H](CC(C(=O)N5CCN(c6ccccc6)CC5)(C4)C2)C3)n1	23%	0%	5%	-12%	0%	3%	2%	-1.4%	-13%
Cc1ccc2cc(CCNC(=O)C3CCCCC3)c(=O)[nH]c2c1C	14%	5%	-9%	-18%	3%	1%	-5%	1.8%	5%
Cc1nc(-c2ccc(C)c(N3CCN(C(=O)Nc4cccc(Cl)c4C)CC3)c2)no1	15%[57.1 µM]	5%[57.1 µM]	-5%	-15%	-11%	-2%	5%	0.8%	-3%
COc1ccccc1C(=O)n1nc(-c2ccccc2)nc1NCc1ccc(Cl)cc1	13%	-3%	-4%	-28%	0%	-3%	2%	-0.9%	2%
CCc1cc(C(=O)N2CCCC(C(=O)c3ccc(OC)c(F)c3)C2)n(C)n1 (stereo not drawn)	14%	0%	1%	-12%	-20%	1%	-4%	1.6%	-8%
COCCn1c(SCC(=O)NCc2ccco2)nnc1-c1c[nH]c2ccccc12	-2%[57.1 µM]	6%[57.1 µM]	-20%	-3%	7%	0%	18%	0.9%	-5%
CCOc1ccc(-n2c(COc3ccc(C)cc3)nnc2SCC(N)=O)cc1	2%	-4%	8%	-2%	-26%	2%	3%	-2.5%	-1%
Cc1ccc(C23CC4CC(CC(CC(=O)NC(C)(C)CO)(C4)C2)C3)cc1	-11%	-5%	-4%	-15%	0%	-4%	6%	-0.3%	-4%
CCNC(=O)CSc1nc2ccccc2c(=O)n1-c1cc(OC)ccc1OC	1%	1%	11%	0%	-1%	1%	-3%	-0.1%	-10%
COc1ccc(C2N(C(=O)N3CCOCC3)CCN2S(=O)(=O)c2ccc(C)cc2)cc1 (stereo not drawn)	1%	-7%	3%	-1%	10%	0%	10%	-0.7%	1%
Cc1ccc(C)c(NS(=O)(=O)c2ccc3oc(=O)c4ncn(C)c4c3c2)c1	24%	9%	5%	?	-18%	?	-11%	-1.1%	1%
CCN(Cc1ccc(OC)c(F)c1)C(=O)C1CCCO1 (stereo not drawn)	16%	8%	-7%	-26%	?	0%	1%	-0.4%	?
Cc1c(C)n(CC(O)CNCCO)c2ccccc12 (stereo not drawn)	5%	13%	-17%	-21%	-28%	1%	9%	-5.2%	0%
C=CCOc1cccc(C2NC(=O)c3ccccc3O2)c1 (stereo not drawn)	-10%	0%	-15%	-12%	-12%	-7%	2%	-0.3%	3%
Cc1ccc(OCC(=O)NCCCNC(=O)c2cnccn2)cc1C	-2%	-2%	-11%	-24%	4%	0%	-6%	6.8%	4%
Cc1ccc(C)c(NC(=O)CCC(=O)OC(C(=O)c2ccccc2)c2ccccc2)c1 (stereo not drawn)	-20%	-7%	19%	-12%	-1%	0%	6%	0.5%	3%
COC(=O)c1ccc(NC(=O)COc2coc(CN3CCc4ccccc43)cc2=O)cc1	-31%	-11%	-11%	-22%	-17%	0%	5%	0.6%	-2%
NC(=S)N/N=C/c1ccc(OC(=O)c2cccnc2)cc1	-11%	4%	-5%	-17%	-11%	-8%	0%	0.2%	-7%
CCCCC(CC)C(=O)Nc1ccccc1C#N (stereo not drawn)	18%[57.1 µM]	8%[57.1 µM]	10%	0%	-1%	2%	3%	-0.5%	?
Cc1cc(-c2ccc(C(C)C)c(S(=O)(=O)Nc3ccccn3)c2)on1	19%	24%	-2%[56.9 µM]	-26%	-28%	-1%	-9%	3.0%	0%
COc1cccc(/C=C/C2=CC(C)(C)NC(=S)N2)c1	-72%	-18%[11.4 µM]	?	-15%	?	-22%	12%	0.6%	-11%
O=C(O)c1ccc(-c2nc(-c3ccc(Cl)c(Cl)c3)cs2)cc1	26%	9%	-7%	-23%	.	1%	12%	0.6%	0%
COc1ccccc1N1CCN(/N=C/C=C/c2ccccc2[N+](=O)[O-])CC1	7%	-8%	-14%	-26%	0%	6%	-1%	3.6%	0%
O=C(c1ccc(=O)[nH]n1)N1CCN(S(=O)(=O)c2ccc3ccccc3c2)CC1	28%[57.1 µM]	3%[57.1 µM]	9%	-23%	7%	4%	7%	-1.2%	13%
Cc1ccc(NC(=O)CNC(=O)c2ccc(OC(F)F)cc2)cc1S(=O)(=O)N1CCCCCC1	20%	-4%	-5%	-24%	50%[activator]	0%	12%	.	4%

An excerpt of these results, field by field.
> Cc1ccc(C)c(NC(=O)CCC(=O)OC(C(=O)c2ccccc2)c2ccccc2)c1 (stereo not drawn)
  TrxR1 inh: -20% | TrxR1 substrate: -7% | RGS4 inh: 19% | USP1 inh: -12% | 12-LOX inh: -1% | Vif-A3G inh: 0% | IDH1 R132H inh: 6% | RXFP1 ag: 0.5% | Vif-APOBEC3F blk: 3%
> COC(=O)c1ccc(NC(=O)COc2coc(CN3CCc4ccccc43)cc2=O)cc1
  TrxR1 inh: -31% | TrxR1 substrate: -11% | RGS4 inh: -11% | USP1 inh: -22% | 12-LOX inh: -17% | Vif-A3G inh: 0% | IDH1 R132H inh: 5% | RXFP1 ag: 0.6% | Vif-APOBEC3F blk: -2%

Source: PubChem (National Center for Advancing Translational Sciences (NCATS))
